Bioassay records deposited in PubChem BioAssay by National Center for Advancing Translational Sciences (NCATS).
RXFP1 agonist: agonists of human relaxin receptor RXFP1. 370,000 tested, 0.3% active. HEK293T-RXFP1 cAMP TR-FRET, 30 min; response scale: percent of porcine relaxin response, buffer zero. Q9HBX9. Potency, µM (top dose mostly 57.5 µM), inactives show top-dose activation, most hits filed as activators; active = well fitted activation curve with a large enough effect; inconclusive = small, poorly fitted or top-dose-only effect; note: potency is the fitted concentration of half-maximal effect; % is set by controls: 0 for no effect and ±100 for the full control effect; nearly all actives have a fitted effect of over 60% in size; many of its hits are not listed in these tables
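HEK293T cells stably expressing RXFP1 were pretreated with the PDE4 inhibitor Ro 20174, exposed to compounds for 30 min at 37C, lysed, and cAMP was read by TR-FRET. Data normalized to buffer (basal) and 29 nM porcine relaxin (100%).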
D2 agonist: activates the human D2 dopamine receptor; activation, % at 2 µM; 340,000 tested, 0.53% active; HEK293 T-REx D2 cells, calcium flux agonist mode;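 active = activation over 3 SD above normal in the single-dose calcium agonist read, cut at about 30% in these data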; note: 0% is about no effect
Target sequence (P14416 whole entry, looked up): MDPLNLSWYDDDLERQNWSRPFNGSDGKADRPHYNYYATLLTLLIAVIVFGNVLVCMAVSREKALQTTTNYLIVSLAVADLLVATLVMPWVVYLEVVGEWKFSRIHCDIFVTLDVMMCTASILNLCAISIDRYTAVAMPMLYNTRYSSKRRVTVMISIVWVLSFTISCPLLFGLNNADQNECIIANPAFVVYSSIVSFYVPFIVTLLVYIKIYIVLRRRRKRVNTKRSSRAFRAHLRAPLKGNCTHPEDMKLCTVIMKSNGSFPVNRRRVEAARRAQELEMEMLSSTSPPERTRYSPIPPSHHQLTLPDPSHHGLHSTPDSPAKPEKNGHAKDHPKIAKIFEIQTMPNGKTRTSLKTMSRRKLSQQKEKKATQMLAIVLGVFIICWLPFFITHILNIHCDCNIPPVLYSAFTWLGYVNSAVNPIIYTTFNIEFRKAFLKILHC
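Calcium-flux readout, 1 cycle/sec over 180 s following compound pin transfer, in inducible HEK293 Trex D2 cells (force-coupled); dopamine controls included. Positive calcium responses during this window marked compounds as potential agonists.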
D1 antag: human D1 dopamine receptor antagonism | P21728 | HEK293 TREx D1 cells, calcium flux, dopamine EC80; stronger effect = lower value | activity change, negative = inhibition, % at 10 µM | 360,000 tested, 3.2% active; in the data active = activity change below about -30%; note: % is set by controls: 0 for no effect and ±100 for the full control effect
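Tetracycline-induced HEK293 T-REx cells with force-coupled D1 receptor were loaded with a no-wash calcium dye. Compound was added after a 10 s baseline and read kinetically for 180 s; EC80 dopamine was then added and calcium flux followed another 180 s.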
D2 antag: antagonists of human D2 dopamine receptor; P14416; HEK293 TREx D2 cells, calcium flux, dopamine EC80; inhibition, % at 10 µM; 340,000 tested, 2% active; AID 485344; in the data active = inhibition above about 30%; note: 0% is about no effect
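Calcium mobilization kinetics were recorded at 1 s intervals in tetracycline-induced HEK293 T-REx D2 cells, first for 180 s after compound addition and then 180 s after EC80 dopamine.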
D2 potentiator: positively modulates the human D2 dopamine receptor allosterically | P14416 | HEK293 T-REx D2, calcium flux, EC20 dopamine potentiation | AID 485347 | 340,000 tested, 0.34% active | potentiation, % at 10 µM;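 active = potentiation over 3 SD above the plate norm, cut at about 30% in these data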; note: 0% is about no effect
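Using a no-wash calcium dye in inducible, force-coupled HEK293 Trex cells expressing D2, we tracked fluorescence each second for 180 s after compound, then for 180 s after EC20 dopamine to detect augmented signalling.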
D1 potentiator: potentiators of human D1 dopamine receptor. 360,000 tested, 0.036% active. HEK293 TREx D1 cells, calcium flux, dopamine EC20 potentiation. potentiation, % at 10 µM; in the data active = potentiation above about 30%; note: 0% is about no effect
D1 ag: activates the human D1 dopamine receptor. P21728. HEK293 T-REx D1 cells, calcium flux, agonist mode. activation, % at 2 µM. 360,000 tested, 1% active. AID 504660; in the data active = activation above about 30%; note: 0% is about no effect
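Inducible HEK293 T-REx D1 cells, force-coupled to calcium signalling, were plated at 4000 cells/well with tetracycline and held overnight at 30 C. After no-wash calcium dye loading, compound-evoked calcium rise over 180 s flagged agonists.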
TRHR enhancer: TRH receptor (human) allosteric enhancement; TRHR cells, fluo-8 calcium fluorescence, EC20 TRH enhancement; enhancement, % at 2 µM; 360,000 tested, 0.66% active; P34981; AID 493056; in the data active = enhancement above about 30%; note: 0% is about no effect
Target sequence (P34981 whole entry, looked up): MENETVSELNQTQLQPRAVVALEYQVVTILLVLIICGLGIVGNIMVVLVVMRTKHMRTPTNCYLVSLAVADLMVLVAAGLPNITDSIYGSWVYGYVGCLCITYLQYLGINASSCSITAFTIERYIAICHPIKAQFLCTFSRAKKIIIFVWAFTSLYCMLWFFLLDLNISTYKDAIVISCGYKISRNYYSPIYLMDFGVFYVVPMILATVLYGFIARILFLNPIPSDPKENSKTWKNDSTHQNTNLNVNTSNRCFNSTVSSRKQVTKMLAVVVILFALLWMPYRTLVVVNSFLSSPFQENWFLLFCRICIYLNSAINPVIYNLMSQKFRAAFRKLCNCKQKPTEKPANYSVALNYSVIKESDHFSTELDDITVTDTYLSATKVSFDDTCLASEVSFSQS
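Enhancer read-out: after compound pinning and an initial kinetic agonist-mode read, an EC20 of TRH (10 nM final) was injected and fluo-8 calcium signal (Ex 480/Em 530) followed at 1 s/cycle for 100 cycles in TRHR-expressing cells.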
RXFP1 antag: RXFP1 (human) relaxin receptor antagonism. Q9HBX9. HEK293-RXFP1, relaxin-stimulated cAMP HTRF, 30 min; stronger effect = lower value. activity change, negative = inhibition, % at 57.5 µM. 350,000 tested, 0.59% active. AID 1259400;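 active = activity change of -60% or lower, but not beyond a set lower limit; inconclusive = change between -60% and -40%, or beyond the set limit; inactive = change above -40%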; note: % is set by controls: 0 for no effect and ±100 for the full control effect
* marks the source's active call; other numbers are inactive results; u = inconclusive; x = not tested or not shown; & = joins results of further samples. A portion of the library; the hit share may differ from the screen's.

Sample of the layout, 2 compounds:
Every second line gives: RXFP1 agonist	D2 agonist	D1 antag	D2 antag	D2 potentiator	D1 potentiator	D1 ag	TRHR enhancer	RXFP1 antag
[1] Cc1ccc(S(=O)(=O)N2CCC(C(=O)NC3CC(C)(C)NC(C)(C)C3)CC2)cc1
→ 1.6%	0.4	4	-11	2	0	4	0	-3
[2] COc1ccc(/C=C2/Sc3ccc(C(=O)NCCN4CCCCCC4)cc3NC2=O)cc1
→ 0.2%	-0.1	0	14	-29	-6	16	0	-10

Main list, from the start:
Every second line gives: RXFP1 agonist	D2 agonist	D1 antag	D2 antag	D2 potentiator	D1 potentiator	D1 ag	TRHR enhancer	RXFP1 antag
[1] Cc1ccc(S(=O)(=O)N2CCC(C(=O)NC3CC(C)(C)NC(C)(C)C3)CC2)cc1
→ 1.6%	0.4	4	-11	2	0	4	0	-3
[2] COc1ccc(/C=C2/Sc3ccc(C(=O)NCCN4CCCCCC4)cc3NC2=O)cc1
→ 0.2%	-0.1	0	14	-29	-6	16	0	-10
[3] CC(C)=CCC/C(C)=C/C=N/NC(=O)c1ccccc1[N+](=O)[O-]
→ 0.5%	-0.7	-7	5	-14	-3	1	-2	-17
[4] CC1=C(c2ccc(C)c(C)c2)S(=O)(=O)N=C1N1CCC(C(=O)NCCc2ccc(Cl)cc2)CC1
→ 14%	-0.5	-23	x	10	-7	10	6	-9
[5] CN(Cc1ccco1)C(=O)c1ccc(N2CCCC2=O)cc1
→ 0.1%	0.1	-5	1	-1	-4	-1	1	1
[6] CN(C(=O)CSc1nncn1-c1ccccc1)C1CCS(=O)(=O)C1 (stereo not drawn)
→ 0.4%	1.7	1	27	-17	2	2	-4	u
[7] COCCNC(=O)C(=O)NCC1OCCN1S(=O)(=O)c1ccc(C)cc1 (stereo not drawn)
→ -0.2%	0.1	-5	-4	0	-4	3	-9	-1
[8] COc1ccc(Cl)cc1NC(=O)COC(=O)C(CC(C)C)N1C(=O)C2CC=CCC2C1=O (stereo not drawn)
→ -1.3%	-0.2	-4	3	-11	-1	4	0	-12
[9] C#CCOCCOCCOCCNc1nc(N2CCN(C(=O)CCCCCCCCCCNC(=O)[C@@H](CCSC)n3cc(CCO)nn3)CC2)nc(N2CCN(C(=O)CCCCCCCCCCNC(=O)[C@@H]([C@H](C)O)n3cc(C)nn3)CC2)n1
→ -0.9%	2.5	0	2	12	-2	18	2	x
[10] CN1CCc2c(c3c(n2C)CCN(C)[C@@H]3c2cccnc2)[C@H]1c1cccnc1
→ 1.3%&-1.1%	0.2&1.3	-7&-12	3&20	24&6	1&16	3&7	15&2	0
[11] Cc1ncn(-c2ccc(C(=O)Oc3ccccc3)cn2)n1
→ 2.4%	1.4	-9	24	8	0	3	-1	-18
[12] CCOc1ccc(S(=O)(=O)N2CCC(C(=O)N3CCN(c4ccccc4)CC3)CC2)cc1
→ 0.2%	0.3	7	-1	9	-10	8	-7	6
[13] CC(C)(C)n1nc2c(c1NC(=O)c1ccc(F)c(F)c1)CS(=O)(=O)C2
→ -0.7%	1.2	16	-9	0	-2	4	-3	-2
[14] COc1ccc(CNC(=O)CCN2C(=O)c3ccncc3C2=O)cc1OC
→ 2.7%	0.0	-11	-23	1	0	2	9	-7
[15] CCOc1ccccc1-c1nc(CN2CCCN(C(=O)c3ccco3)CC2)c(C)o1
→ -2.8%	-1.1	-67*	33*	-24	-4	-2	1	-1
[16] CCn1c(Cc2ccc(OC)cc2)nnc1SCC(=O)N1CCN(c2ccccc2)CC1
→ 2.9%	0.8	3	-13	-1	0	-1	2	10
[17] COc1cc(OC)c(NC(=O)NCc2ccc3c(c2)CCN3C(=O)c2ccccc2)cc1Cl
→ 3.9%	0.8	-11	x	6	-3	5	12	x
[18] COCc1cc(C)n(CC(=O)OC)c(=O)c1C#N
→ 1.9%	0.1	5	-8	-5	6	1	-1	-11
[19] CNc1nc(N)c([N+](=O)[O-])c(NCCO)n1
→ 0.7%	0.5	0	11	4	-1	2	-3	8
[20] Cc1cccc(Nc2nc(N)nc(CSC(=S)N3CCOCC3)n2)c1
→ -2.8%	0.3	10	-4	1	-7	0	-1	4
[21] c1cn2c(Nc3ccc4c(c3)OCCO4)c(-c3ccc(N4CCOCC4)cc3)nc2cn1
→ 4.6%	0.6	3	3	6	16	1	0	2
[22] CCCc1cc(=O)oc2c(C)c(OCC(=O)NC3CCN(Cc4ccccc4)CC3)ccc12
→ 4.8%	0.6	8	17	-11	4	2	4	7
[23] CCn1c(=NC(=O)c2ccco2)sc2cccc(F)c21
→ 2.5%	-0.3	-3	-17	1	2	-1	-3	-19
[24] Cn1c(=O)n(C)c2cc(C(=O)c3ccccc3)ccc21
→ -0.1%	0.5	10	20	3	0	3	-3	0
[25] O=C1c2c(Br)c(Br)c(Br)c(Br)c2C(=O)N1c1ccccn1
→ 0.4%	0.3	-9	10	-6	0	7	6	-6
[26] CCOC(=O)NC(NC(=S)Nc1ccc(OC)cc1)C(Cl)(Cl)Cl (stereo not drawn)
→ 2.5%	-0.3	-34*	-11	-6	-10	2	-6	-1
[27] O=[N+]([O-])c1ccc(O)c(N=Cc2sc3ccccc3c2O)c1
→ -1.6%	9.8	16	-17	6	2	27	-1	x
[28] COc1ccc(S(=O)(=O)Nc2cccc(S(=O)(=O)N3CCCCCC3)c2)cc1
→ 3.8%	-0.6	3	-2	-4	2	4	1	-5
[29] Cc1ccc(NCc2cccnc2)cc1
→ 0.5%	0.8	10	13	-2	-32	3	-2	-1
[30] Fc1ccccc1C(NCCc1ccc(Cl)cc1)c1nnc(-c2ccccc2)o1 (stereo not drawn)
→ 1.1%	3.0	-9	x	6	0	13	-3	-35
[31] O=C(Cn1ncc2ccccc21)N1CCN(c2cccc(C(F)(F)F)c2)CC1
→ 0.0%	1.6	-1	-5	-2	1	5	0	-4
[32] COc1ccc(CNC(=O)CCSc2ccc(F)cc2)cc1OC
→ 1.9%	0.4	-40*	1	-7	-4	2	0	4
[33] CCOC(=O)Cc1cnc(NC(=O)CSc2nc3ncnc(N)c3[nH]2)s1
→ 19%	0.1	-7	-7	2	-5	3	1	-6
[34] O=C(N/N=C/c1ccccc1)c1ccco1
→ -0.5%	0.9	3	-6	0	-2	2	-3	-2
[35] CCOC(=O)C1CCN(S(=O)(=O)c2ccc(-c3ccccn3)s2)CC1
→ 5.7%	0.7	-19	-7	7	0	5	-2	3
[36] Cc1cccc(C)c1NC(=O)CN(C)C(=O)CSCc1c(C)noc1C
→ 1.8%	0.1	18	1	6	-1	0	13	-8
[37] O=C(OCc1nnc(-c2ccc(Cl)cc2)o1)c1ccncc1
→ 0.3%	-0.5	11	-4	-2	-6	2	13	-1
[38] Cc1nnc(N2C(=O)C(O)=C(C(=O)c3ccco3)C2c2ccc(F)cc2)s1 (stereo not drawn)
→ u	17	10	-19	5	0	36*	11	x
[39] CCOc1ccccc1Nc1ccnc2cc(Cl)ccc12
→ 1.0%	-1.7	-12	3	4	-6	5	-1	-11
[40] CCOc1ccc(NC(=O)Nc2cc(-c3ccccc3)sc2C(=O)OC)cc1
→ 0.0%	0.5	6	-2	14	7	4	-1	-19
[41] COC(=O)Cc1ccc(NC(=O)c2ccc(NC(=O)c3ccco3)cc2)cc1
→ 2.0%	0.2	-5	-1	-1	-7	2	-6	4
[42] COc1cccc(COC(=O)C2CC(=O)N(Cc3ccc(C)cc3)C2)c1OC (stereo not drawn)
→ 0.6%	0.1	6	19	-2	0	4	-8	-15
[43] CC(=O)Oc1ccc(C(=O)Nc2nccs2)cc1
→ -0.3%	-1.6	-22	19	-6	x	-1	11	x
[44] O=C(NC(=S)NCC1COc2ccccc2O1)c1ccccc1 (stereo not drawn)
→ 1.4%	0.5	-4	-16	-3	-8	-2	5	4
[45] COc1ccc(S(=O)(=O)N2CCCC(C(=O)NCc3cccnc3)C2)cc1 (stereo not drawn)
→ 2.8%	0.2	9	14	5	1	1	7	-2
[46] CCC[N+](CC#Cc1ccccc1)(CCC)CC(=O)OC
→ -1.2%	2.1	0	23	-7	-5	1	-2	7
[47] O=C(NC1CCN(C(=S)Nc2ccccc2)CC1)C1CCCCC1
→ 0.2%	0.0	-1	6	-2	-2	4	-8	-6
[48] O=C(CC1(O)C(=O)N(Cc2ccccc2)c2ccc(Br)cc21)c1ccccc1 (stereo not drawn)
→ 1.9%	-2.1	-26	x	3	-6	11	9	x
[49] O=C(CN1CCCC1)N1c2ccccc2Sc2ccc(Cl)cc21
→ 2.9%	0.3	5	10	-6	1	3	47*	-29
[50] COc1ccc(-c2noc3c2-c2nc(-c4ccc(Cl)cc4)sc2CC3)cc1
→ -2.1%	1.1	3	-32	-5	0	6	9	x
[51] COc1cccc(CNS(=O)(=O)c2ccc3c(c2)CCN3C(=O)C2CC2)c1
→ 1.5%	0.4	-3	-3	12	7	7	3	-1
[52] CC(C)N(O)C(=O)NC(C)(C)C
→ 0.4%	0.5	-4	-3	8	7	-1	7	0
[53] S=C(N/N=C/c1ccccc1Cl)Nc1cccc(Cl)c1Cl
→ -0.4%	0.8	-10	12	-5	-9	1	-1	-5
[54] S=C(NCc1ccco1)Nc1ccc(Cl)cc1Cl
→ 0.7%	-2.0	-25	1	3	-5	5	-3	-5
[55] COc1ccc(-n2nc(C(=O)NCC(=O)N3CCC(C(N)=O)CC3)c3ccccc3c2=O)cc1OC
→ 7.9%	0.0	-12	1	-3	-5	-2	-1	8
[56] O=S(=O)(NCc1cccnc1)c1cccc2nsnc12
→ 0.3%	0.8	0	-1	1	-5	3	3	19
[57] Cc1c(NC(=S)N/N=C/c2ccc(Br)cc2)c(=O)n(-c2ccccc2)n1C
→ 1.0%	-0.9	-10	0	-5	-6	0	-3	-5
